Assay outcomes as filed in PubChem BioAssay.
ROC1-CUL1 inh: human ROC1-CUL1 E3 ligase inhibition; in vitro K48 di-Ub FRET, acceptor:donor ratio, 45 min; inhibition, % at 10 µM; hit rate 0.6% among 140,000; in the data active = inhibition above about 25%
Target sequence (P62877 whole entry, looked up): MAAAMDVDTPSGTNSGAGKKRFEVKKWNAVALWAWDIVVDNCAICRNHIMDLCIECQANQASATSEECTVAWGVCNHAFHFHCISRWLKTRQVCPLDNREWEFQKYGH
Target sequence (Q13616 whole entry, looked up): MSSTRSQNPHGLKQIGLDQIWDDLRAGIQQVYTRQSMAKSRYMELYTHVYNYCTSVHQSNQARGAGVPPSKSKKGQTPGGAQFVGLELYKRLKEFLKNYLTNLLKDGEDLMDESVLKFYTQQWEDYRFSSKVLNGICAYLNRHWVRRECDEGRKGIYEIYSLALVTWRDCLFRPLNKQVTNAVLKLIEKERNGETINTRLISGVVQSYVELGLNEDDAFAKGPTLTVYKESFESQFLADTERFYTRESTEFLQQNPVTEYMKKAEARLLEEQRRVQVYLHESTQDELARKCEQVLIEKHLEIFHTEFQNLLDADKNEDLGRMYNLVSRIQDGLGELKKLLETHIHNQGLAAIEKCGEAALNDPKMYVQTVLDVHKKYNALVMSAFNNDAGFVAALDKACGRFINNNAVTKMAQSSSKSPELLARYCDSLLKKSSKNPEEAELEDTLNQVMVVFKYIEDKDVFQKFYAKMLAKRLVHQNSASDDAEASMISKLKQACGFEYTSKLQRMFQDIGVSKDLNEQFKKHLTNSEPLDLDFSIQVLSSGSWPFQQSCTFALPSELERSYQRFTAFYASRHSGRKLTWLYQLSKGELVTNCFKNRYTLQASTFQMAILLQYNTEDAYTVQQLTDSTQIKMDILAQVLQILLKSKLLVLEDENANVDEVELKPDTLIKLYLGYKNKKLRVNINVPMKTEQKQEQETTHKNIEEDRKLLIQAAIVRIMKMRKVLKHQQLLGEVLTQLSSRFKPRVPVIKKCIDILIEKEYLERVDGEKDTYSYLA
* hit, by the source's call.

canonical_smiles	ROC1-CUL1 inh
CCOC(=O)C1(Cc2ccccc2)CCCN(C2CCN(C)CC2)C1 (configuration not stated)	7.4
O=C(NC(C1CC1)C1CC1)C1CCCN(C2CCN(C(=O)C3CC3)CC2)C1 (configuration not stated)	-1.6
O=C(COc1ccccc1)N/N=C\c1cccc(OC(=O)c2cccs2)c1	-9.1
Clc1cc(/C=C\c2ccccc2)c(Br)s1	-2.1
O=C(c1ccc(Cl)cc1Cl)N1CCN(Cc2ccco2)CC1	-3.4
COc1ccc(N2C(=O)CSC23C(=O)N(CC(=O)Nc2ccccc2F)c2ccccc23)cc1 (configuration not stated)	-1.0
COc1ccc(OC)c(-n2c(=O)[nH]c3cc(C(=O)NCCc4ccc(OC)c(OC)c4)ccc3c2=O)c1	-4.1
FC(F)(F)c1nc(Nc2ccc(Cl)c(Cl)c2)sc1-c1ccccc1	-10.9

The results go on:
canonical_smiles	ROC1-CUL1 inh
O=C(NCCc1ccccc1)c1cccc(F)c1	-1.3
COc1cccc(Cn2nnc3c(=O)[nH]c(C4CCN(C(=O)c5ccccc5Cl)CC4)nc32)c1	0.0
CSc1ccccc1C(=O)NCc1c(C)ncc2c1CCN(C(=O)Cc1cccc(F)c1F)C2	-4.3
Cc1ccc2c(c1)C1=C3C(=CC4(C)CC(C)(C)CC3(C4)N2)CC(C)(C)C1 (configuration not stated)	-1.1
Cc1c(Cc2ccccc2)sc(NC(=S)Nc2ccc(F)cc2)c1C(N)=O	-2.3
CCOC(=O)c1ccc(C2C3=C(CC(C)(C)CC3=O)OC(=N)C2[N+](=O)[O-])cc1 (configuration not stated)	-4.3
COc1ccc(-c2cn3nc(SCC(=O)Nc4cc(C)cc(C)c4)ccc3n2)cc1	6.3
CCOc1ccc(OCC(=O)NCCS(=O)(=O)N2CCN(c3ccccc3F)CC2)cc1	4.0

Additional results
canonical_smiles	ROC1-CUL1 inh
O=C(Nc1ccc2nc(SCC(=O)N3CCCC3)sc2c1)c1ccccc1F	-0.7
COc1ccc(-n2c(=O)c3ccccc3n(Cc3ccccc3C)c2=O)c(OC)c1	-5.4
CCCCC(CC)CNC(=O)CN(C)S(=O)(=O)c1ccc2c(c1)c(=O)n(C)c(=O)n2C (configuration not stated)	1.6
Cc1cccc(-n2c(C)cn3c4c(=O)[nH]c(=O)n(C)c4nc23)c1	2.9
O=C(NCCc1ccc(Cl)cc1)C(=O)NCC(c1ccc2c(c1)OCO2)N1CCOCC1 (configuration not stated)	7.4
Cc1nn(S(=O)(=O)c2ccc(F)cc2)c(C)c1S(=O)(=O)N1CCCCCC1	-3.8
Cc1nn(C(=O)c2cccc(F)c2)c(C)c1S(=O)(=O)N1CCOCC1	-5.7
CN=C1C(N=Cc2ccc([N+](=O)[O-])cc2[N+](=O)[O-])C(=O)N(C)C(=O)N1C (configuration not stated)	0.0

Further entries follow.
canonical_smiles	ROC1-CUL1 inh
Cc1ccc(NC(=O)CN2C(=O)C(c3ccc(C)cc3)=NC23CCCCCC3)cc1	2.5
CCn1c(C(C)C)nc2cc(N)ccc21	-1.9
CN1C(=O)C(Sc2ccc(Cl)cc2)C(=O)c2ccccc21 (configuration not stated)	-7.2
CN1CCN(Cc2c(NC(=O)c3ccccc3F)sc3c2CCC3)CC1	9.5
Clc1cccc(-c2nc3ccc4ccccc4c3c3c2CCC3)c1	-2.2
CN(Cc1ccc(OCC(O)CN(C)Cc2ccccc2)cc1)Cc1nccs1 (configuration not stated)	-2.9
Cc1nn2c(=O)cc(COC(=O)c3ccccc3NC(=O)C3CCCCC3)nc2s1	2.1
O=C1c2ccccc2C(=O)N1CCCSc1nnc(-c2ccncc2)n1-c1ccccc1	-10.6

The list continues:
canonical_smiles	ROC1-CUL1 inh
CCC(=O)Nc1ccc(NCc2ccc(-c3ccccc3)cc2)cc1	-4.1
Cc1cc(NC(=O)N2CCC(CN3CCCCCC3)CC2)ccc1Br	-0.1
CCCCc1ccc(OCC(=O)N/N=C/c2ccco2)cc1	-4.8
COc1cccc(-n2c(=O)c3c(C)c(C)sc3n(Cc3ccccc3C#N)c2=O)c1	-4.0
Cc1ccc(C(=O)Nc2ccc3[nH]c(=O)c(=O)[nH]c3c2)cc1	0.5
Cc1ccc(CN2CCSc3ccc(C(=O)N4CCN(c5ccc(Cl)cc5)CC4)cc32)cc1	-12.0
CCOC(=O)C1CCN(C(=O)c2c(C)nn(-c3ccc(F)cc3)c2-n2cccc2)CC1	-4.7
COc1ccc(/C=C2/C(=O)N(CC3CCCO3)C(=S)N2C)c(OC)c1 (configuration not stated)	5.1

Some of the entries above, set out differently.
CCC(=O)Nc1ccc(NCc2ccc(-c3ccccc3)cc2)cc1
  ROC1-CUL1 inh: -4.1

Cc1cc(NC(=O)N2CCC(CN3CCCCCC3)CC2)ccc1Br
  ROC1-CUL1 inh: -0.1

CCCCc1ccc(OCC(=O)N/N=C/c2ccco2)cc1
  ROC1-CUL1 inh: -4.8

COc1cccc(-n2c(=O)c3c(C)c(C)sc3n(Cc3ccccc3C#N)c2=O)c1
  ROC1-CUL1 inh: -4.0

Later entries:
canonical_smiles	ROC1-CUL1 inh
CCCOc1ccc(C(=O)NC(C)CC)cc1 (configuration not stated)	8.2
COc1cc(Cl)c(C)cc1NC(=O)c1c(C)oc2nc(C)nc(N3CCCC3)c12	-0.8
Cc1ccc(C)c(Cn2c3ccccc3c3cnn(CC(=O)NC4CCCCCC4)c(=O)c32)c1	6.8
O=S(=O)(c1ccccc1)N1CCc2ccccc21	3.6
COC(=O)CNC(=O)Cc1c2c(n(C(C)C)c1C)CC(C)(C)CC2=O	2.2
O=C(Cn1nc(-c2ccccc2)nc1-c1ccccc1)Nc1ccc(F)cc1	-10.3
Clc1ccc(N2CCN(Cc3nnc(-c4ccc5c(c4)OCO5)o3)CC2)cc1	-3.0
O=C(CCc1nnc(-c2ccc3c(c2)OCO3)o1)N(CC1CC1)CC1CCCO1 (configuration not stated)	-1.3

Carrying on.
canonical_smiles	ROC1-CUL1 inh
COc1cccc(-c2cc(C(F)(F)F)n3ncc(C(=O)N(C)c4ccc(OC(F)(F)F)cc4)c3n2)c1	1.0
CCNS(=O)(=O)c1ccc(-c2ccc(-n3cnnn3)cc2)cc1	5.0
NCC(c1ccc(Cl)cc1Cl)c1ccc(Cl)cc1Cl	9.3
CS(=O)(=O)c1nnnn1-c1ccc(I)cc1	-15.6
O=C(Cn1c(C(Cl)(Cl)Cl)nc2ccccc2c1=O)c1ccccc1	-0.7
c1ccc(-c2cc3c4ccccc4ccc3c3ccccc23)cc1	7.0
CCOc1cc(CO)c(Br)cc1OC	-9.4
CNc1oc(Cc2cccc3ccccc23)nc1C#N	-1.4

(further entries)
canonical_smiles	ROC1-CUL1 inh
O=C(Cn1ccc2cc(S(=O)(=O)N3CCCCC3)ccc21)NCc1cccc(Cl)c1	-4.2
CCS(=O)(=O)N1CCCC(C(=O)Nc2cc(Cl)ccc2Cl)C1 (configuration not stated)	11.9
N#Cc1nc(COc2ccccc2)oc1NCc1ccc(F)cc1	10.9
CCOc1ccc(C(=O)c2cn(CC(=O)Nc3ccc(F)c(F)c3)c3cc4c(cc3c2=O)OCCO4)cc1	3.0
OCc1ccccc1Sc1ccccc1F	-12.1
Cc1cc(OCc2nc3ccccc3c(=O)n2NC(=O)COc2ccccc2C)c(C(C)C)cc1Br	10.5
COc1cc(OC)c(C(=O)Nc2ccc(Cl)cc2C(F)(F)F)cc1OC	-6.1
N=c1c2c(n(Cc3ccc(F)cc3)c3c1CCC3)CCC2	4.4

Next compounds follow.
canonical_smiles	ROC1-CUL1 inh
COc1cc(Br)nnc1Br	-0.6
O=C(Nc1ccc2nc(SCc3ccccc3)sc2c1)c1ccccc1F	-0.9
Cc1ccc(C(=O)NN(CCC(=O)NC(C)(C)C)C2NS(=O)(=O)C3CCCCC23)cc1 (configuration not stated)	8.3
COCC1CCN(C(=O)CC(c2ccccc2)c2cccc(Cl)c2)CC1 (configuration not stated)	-4.9
CC(NC(=O)c1cnn2c(C(F)F)cc(C3CC3)nc12)c1ccncc1 (configuration not stated)	-0.7
CCOc1ccc(CCNC(=O)CSc2nnnn2-c2ccc(C)cc2C)cc1OCC	3.2
Cc1ccc(CSC2=Nc3ccccc3C3=NC(CCC(=O)N4CCN(c5ccccc5)CC4)C(=O)N23)cc1 (configuration not stated)	0.7
CCC(CC)C(=O)NCc1cc(NS(=O)(=O)c2cccc(C(F)(F)F)c2)cc(C(=O)OC)c1	5.6

(continued)
canonical_smiles	ROC1-CUL1 inh
CCC1CCCCN1S(=O)(=O)c1ccc(N2CCCCS2(=O)=O)cc1 (configuration not stated)	4.3
O=C(CN1CCCCC1)Nc1nnc(-c2ccccc2)s1	-4.6
C[C@@H]1CN(C(=O)c2nc3sccn3c2CNCCCN2CCCC2=O)C[C@H](C)O1	12.4
O=C1N=C2CC(c3ccccc3)CC(=O)C2C=C1c1nc(-c2ccc(Cl)cc2)cs1 (configuration not stated)	-10.2
Cc1ccc2c(Cl)c(C(=O)Nc3cccc4ccccc34)sc2c1	5.4
CCOC(=O)c1c(NC(=O)c2ccccc2)sc(CN(C)C)c1-c1ccc(Br)cc1	2.9
Cc1cccc(OC(=O)c2cccc3ccccc23)c1C	3.4
O=C(Nc1ccc(-c2nc3ccccc3o2)cc1)C1CCCO1 (configuration not stated)	-4.5

The list goes on:
canonical_smiles	ROC1-CUL1 inh
O=C(Cn1cnc2c(oc3ccccc32)c1=O)Nc1ccccc1C(F)(F)F	6.0
CCOC(=O)c1c(C)c(C(C)=O)c(C)n1C	13.1
CCOc1ccc(/C=C2/SC(=O)N(CNc3cc(F)ccc3C)C2=O)cc1OCC	6.5
COc1ccccc1NC(=O)C1C(C)=Nc2nc(CCCO)nn2C1c1ccc2c(c1)OCO2 (configuration not stated)	2.6
Cc1ccc(Cl)cc1NS(=O)(=O)c1ccccc1	-6.3
CCn1cc(C(=O)NCc2ccccc2Cl)c(=O)c2cc(S(=O)(=O)N3CCOCC3)ccc21	6.0
C1=CC2C(C1)C1N=NC2C2C3CC(C4C=NOC43)C12 (configuration not stated)	2.7
O=C(NCC(c1cccs1)S(=O)(=O)c1cccs1)c1ccc(C(F)(F)F)cc1 (configuration not stated)	-3.5

Next structures:
canonical_smiles	ROC1-CUL1 inh
O=c1c(-c2ccccc2)c(Cl)oc2ccc3ccccc3c12	-7.6
COc1cccc(C(=O)Nc2cccc(C(=O)OCc3cc(=O)n4nc(C(C)C)sc4n3)c2)c1	-20.7
Cc1ccc(S(=O)(=O)N2CCCC(Cn3cc(C(C)(C)N)nn3)C2)s1 (configuration not stated)	-10.3
O=C(COc1ccc(F)cc1F)N1CCOCC1	-9.5
Fc1ccc(-c2noc3ncnc(NC4CCCCC4)c23)cc1	2.5
O=C(NCc1ccccn1)C1CCCC1	-10.4
CCOC(=O)C1(CCc2ccccc2)CCCN(C(=O)CCn2cncn2)C1 (configuration not stated)	-3.2
CSc1ccc(C2C(C(=O)OC(C)C)=C(C)N=c3s/c(=C\c4ccncc4)c(=O)n32)cc1 (configuration not stated)	3.6

(more compounds)
canonical_smiles	ROC1-CUL1 inh
CN(Cc1ccccn1)c1nc2nonc2nc1NCc1ccccc1	-0.6
Cc1ccc(C)c(Cn2c(=O)c3c(nc4n(C)c(C)cn34)n(C)c2=O)c1	2.7
Cc1cc(N2CCN(c3ccccc3Cl)CC2)c2nncn2n1	2.8
N#Cc1ccc(N=Cc2cc([N+](=O)[O-])ccc2Cl)cc1	-0.1
CCOc1ccc(C(=O)Nc2ccc3oc(-c4ccc5ccccc5c4)nc3c2)cc1	-0.2
O=C(NC1CCc2ccccc21)C1CC(CCc2ccccc2)=NO1 (configuration not stated)	0.4
O=C1OC(c2ccccc2)=N/C1=C(\Sc1ncccn1)c1ccccc1	-1.9
Cc1cc(=O)oc2c(/C=N/NC(=O)CSc3nc4ccccc4s3)c(O)ccc12	-2.8

Next section.
canonical_smiles	ROC1-CUL1 inh
C#CC(C)(CC)NS(=O)(=O)c1cc(OC)c(Cl)cc1OC (configuration not stated)	7.9
CCOc1ccc(Nc2c(S(=O)(=O)c3ccccc3)cnc3ccc(F)cc23)cc1	8.3
O=S(=O)(Nc1ccc2ccccc2c1)c1ccc(I)cc1	3.1
Cc1ccc2oc(=O)n(CCOc3ccc(Br)cc3)c2c1	0.6
CN(C)/N=C/c1c(O)ccc2ccccc12	2.0
COc1ccc(C2=N/C(=C\c3cc(Br)c(OC(C)C)c(OC)c3)C(=O)O2)cc1	-0.3
COc1cccc(/C=N\Nc2nccs2)c1OC	-4.6
CCN(CC)CCOC(=O)c1ccc(OC)c(OC)c1	-3.4

Going on with the list.
canonical_smiles	ROC1-CUL1 inh
Cc1cc(C)c(NC(=O)c2ccc(Cl)c(Cl)c2)c(C)c1	1.5
CN(C)c1nc2nonc2nc1N1CCCC(c2nc3ccccc3[nH]2)C1 (configuration not stated)	-5.6
C=CCOc1c(I)cc(/C=N/NC(=O)CC#N)cc1I	-8.5
O=C(CSc1ccc2ccccc2n1)N1CCC(c2noc3ccc(F)cc23)CC1	8.6
CCCC(=O)Oc1ccc2c(=O)c(Oc3cc(C)cc(C)c3)c(C(F)(F)F)oc2c1	-9.4
CCC(=O)NCc1cc(-c2nn(C)c(=O)c3ccccc23)ccc1OC	-2.8
CCc1ccc(NC(=O)CN2CCN(c3ccccc3C)CC2)cc1	-0.8
COc1cccc(Nc2nc(NCC3CCCO3)c3ccccc3n2)c1 (configuration not stated)	3.8

Next part:
canonical_smiles	ROC1-CUL1 inh
Cc1c([N+](=O)[O-])cc(C(=O)Nn2cnnc2)cc1[N+](=O)[O-]	1.5
CCN(CC)C(=O)C1CCCN(Cc2ccc3c(c2)CN(Cc2ccccc2)CCO3)C1 (configuration not stated)	6.8
Cc1cccc(-c2nc(N3CCN(c4ccc(F)cc4)CC3)c3ccccc3n2)c1	1.6
Cc1cc(C)c2c(N)c(C(=O)N3N=C(c4ccco4)CC3c3ccco3)sc2n1 (configuration not stated)	12.3
COc1ccc(CN2CCCCCCC2)cc1OCC(O)CN1CCN(C)CC1 (configuration not stated)	-8.1
CNC(=O)N1CCN(c2cccc(Cl)c2)CC1	-0.1
Cc1ccc(N2CCN(C(=O)N=C3CN(CC(C)C)C(=O)c4ccccc43)CC2)c(C)c1	-4.0
CC(=O)Nc1ccc(C2c3c(n[nH]c3-c3ccc(C)cc3)OC(=N)C2C#N)cc1 (configuration not stated)	11.3
CCCCNC(=O)c1ccc(OC)c(S(=O)(=O)N(C)C)c1	3.1

A portion of the library; rates above refer to the full screens.
